AmpC detergent: blocks E. coli AmpC beta-lactamase in detergent assay; hit rate 0.041% among 370,000; P00811; Potency, µM (highest dose often 114 µM), without a hit: at the top dose activity change, negative = inhibition, hits mostly inhibitors; AmpC hydrolysis of nitrocefin, absorbance 480 nm, 0.01% Triton;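 note: potency is the fitted concentration of half-maximal effect; 0% = no-compound wells and -100% = no-enzyme wells; nearly all actives have a fitted effect of over 25% in size; some results filed as inactive show a strong effect at the top dose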
Target sequence (P00811 whole entry, looked up): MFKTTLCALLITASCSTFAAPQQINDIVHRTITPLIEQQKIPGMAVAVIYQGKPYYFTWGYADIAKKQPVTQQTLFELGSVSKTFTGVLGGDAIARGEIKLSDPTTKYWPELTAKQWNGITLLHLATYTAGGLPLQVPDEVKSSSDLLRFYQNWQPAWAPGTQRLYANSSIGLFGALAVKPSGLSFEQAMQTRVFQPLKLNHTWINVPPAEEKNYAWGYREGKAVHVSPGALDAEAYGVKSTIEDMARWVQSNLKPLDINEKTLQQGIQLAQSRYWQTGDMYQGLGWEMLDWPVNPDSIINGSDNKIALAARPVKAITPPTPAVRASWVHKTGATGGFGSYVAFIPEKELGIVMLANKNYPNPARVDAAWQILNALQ
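20 mM phosphate pH 7.0 + 0.01% (detergent screen) or 0.0001% Triton X-100; 5.3 nM AmpC reagent; cpd preinc 15 min RT; nitrocefin (800 uM stock) to start; A480 q20 s × 4 min; Activity was normalised to no-enzyme and no-compound control wells.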
Tb PYK inh: T. brucei pyruvate kinase inhibition | TbPYK enzyme, Kinase-Glo Plus ATP luminescence, 45 min | Potency, µM (top dose mostly 76.8 µM), without a hit: top-dose activity, negative = inhibition, actives largely listed as inhibitors | hit rate 0.12% among 410,000 | AID 624173; note: potency is the fitted concentration of half-maximal effect; nearly all actives have a fitted effect of over 50% in size
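ADP (130 uM final) triggers the TbPYK reaction after compound addition; incubation is 45 min at room temperature. Kinase-Glo Plus is then added and luminescence imaged. Normalized data are fitted to concentration-effect curves.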
AmpC no deterg: inhibitors of E. coli AmpC beta-lactamase without detergent; hit rate 0.52% among 330,000; P00811; AID 485341; Potency, µM (top dose mostly 57.1 µM), inactives show at the top dose activity change, negative = inhibition, usual class: inhibitors; AmpC nitrocefin hydrolysis, absorbance 480 nm, 0.0001% Triton;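 note: potency is the fitted concentration of half-maximal effect; plate controls were no compound for no effect and no enzyme for full effect; nearly all actives have a fitted effect of over 20% in size; some results filed as inactive show a strong effect at the top dose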
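AmpC (5.3 nM in the dispensed reagent) in 20 mM phosphate pH 7.0 with 0.01% (detergent screen) or 0.0001% Triton X-100 was preincubated with compounds for 15 min at room temperature. Nitrocefin was then added from an 800 uM solution, and hydrolysis was followed at 480 nm.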
HCMV inh: blocks human cytomegalovirus replication | activity change, negative = inhibition, % at 57.5 µM | AID 1259415 | HFF cells, HCMV-luciferase reporter, 72 h; active compounds read low | hit rate 4.5% among 410,000; in the data active = activity change below about -60%; inconclusive = no clear call, values can overlap the other calls; inactive = above about -39%
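Compounds were evaluated in HFFs infected with an HCMV luciferase reporter virus (MOI 1 PFU/cell). Luciferase in lysates collected 72 h post infection served as the replication measure.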
HCV inhibitor: HCV inhibition. Huh7.5.1 HCVcc-Cre infection, luciferase reporter, 44 h. Potency, µM (series often up to 41.8 µM), for inactives: at the top dose activity change, negative = inhibition, usual class: inhibitors. hit rate 3.4% among 340,000; note: potency is the fitted concentration of half-maximal effect
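Antiviral activity was scored by luciferase reporter output from cells infected with HCVcc-Cre (~0.5 moi) in presence of compound, 44 h infection period, cells seeded 1,000/well 4 h prior.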
AMA1-RON2 inh: disrupts binding of P. falciparum AMA1 to RON2; AlphaScreen AMA1-biotinylated RON2 peptide binding; Potency, µM (top dose mostly 58.2 µM), inactives show top-dose activity change, negative = inhibition, most hits filed as inhibitors; hit rate 0.2% among 360,000;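 note: potency is the fitted concentration of half-maximal effect; 0% = vehicle wells and -100% = peptide control; nearly all actives have a fitted effect of over 45% in size; some results filed as inactive show a strong effect at the top dose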
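AMA1 (3D7) with his tag at 25 nM final met compounds first, then biotinylated RON2 peptide at 25 nM; detection used donor plus acceptor beads, 10 µg/mL apiece, read by AlphaScreen after 30 min at room temperature.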
LmPK inh: LmPK (Leishmania mexicana) enzyme inhibition; Q27686; purified LmPK, Kinase-Glo ATP luminescence, 1 h; Potency, µM (highest dose often 57.5 µM), for the others: at the highest dose activity change, negative = inhibition, actives largely listed as inhibitors; hit rate 0.37% among 290,000; note: potency is the fitted concentration of half-maximal effect
Target sequence (Q27686 whole entry, looked up): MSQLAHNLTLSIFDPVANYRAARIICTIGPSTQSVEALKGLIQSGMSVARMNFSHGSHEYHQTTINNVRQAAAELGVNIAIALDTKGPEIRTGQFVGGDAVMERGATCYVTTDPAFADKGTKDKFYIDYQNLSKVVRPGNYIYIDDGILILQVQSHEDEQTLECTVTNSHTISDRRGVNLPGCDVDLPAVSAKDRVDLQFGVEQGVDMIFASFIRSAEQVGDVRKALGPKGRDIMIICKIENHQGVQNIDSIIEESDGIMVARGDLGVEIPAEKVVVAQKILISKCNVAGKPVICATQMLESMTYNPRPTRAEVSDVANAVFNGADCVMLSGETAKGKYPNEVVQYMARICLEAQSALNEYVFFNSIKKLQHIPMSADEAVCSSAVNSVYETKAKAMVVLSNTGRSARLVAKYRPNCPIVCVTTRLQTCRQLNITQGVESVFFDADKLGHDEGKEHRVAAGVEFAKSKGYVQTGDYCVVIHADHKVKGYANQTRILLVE
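In 50 mM imidazole pH 7.2 with 7 mM MgCl2, LmPK (0.1 nM) turned over PEP (0.5 mM) and ADP (0.1 mM) for 1 h at room temperature. Luciferase read-out of ATP.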
* = called active by the depositor; & = joins results of further samples; [ ] = dose if it differs, or a comment. Unless noted, calls come from the whole dose curve; as a rule, active = well fitted curve in the direction sought with a large enough effect; inconclusive = small, poorly fitted or top-dose-only effect, or another doubt; inactive = no such curve, though single readings can be large; an effect the other way counts as inactive or inconclusive. Unless noted, % is set by controls: 0 for no effect and ±100 for the full control effect.

For O=C(Cc1ccc(F)cc1)NCCc1csc2nc(-c3ccccc3F)nn12 the results were AmpC detergent 17%, Tb PYK inh 3% and HCMV inh 4.
Screening CCOc1ccccc1C1CC(=O)Nc2c1c(=O)n(C)c(=O)n2C (stereo not drawn) returned AmpC detergent -2%, Tb PYK inh -5%, AmpC no deterg -18%, HCMV inh 7, HCV inhibitor 10%, AMA1-RON2 inh -1% and LmPK inh 4%.
`O=C(NC(=S)NCCN1CCOCC1)c1cccc(Cl)c1` gave AmpC detergent 2%, Tb PYK inh -14%, AmpC no deterg -10%, HCMV inh 66, HCV inhibitor 7%, AMA1-RON2 inh 9% and LmPK inh -9%.
CCN(CC)CCn1c2ccccc2c2nc3ccccc3nc21 was read as AmpC detergent -12%, Tb PYK inh 6%, AmpC no deterg -15%, HCMV inh -102*, HCV inhibitor inconclusive, AMA1-RON2 inh -4% and LmPK inh -1%.
For O=C(CN(C1CCCCC1)S(=O)(=O)c1ccc(F)cc1)NCc1ccncc1 the results were AmpC detergent -10%, Tb PYK inh -4%, AmpC no deterg 44%, HCMV inh 23, HCV inhibitor -15%, AMA1-RON2 inh 12% and LmPK inh 1%.
Screening O=C(C1CCCN(S(=O)(=O)Cc2ccccc2)C1)N1CCC(Cc2ccccc2)CC1 (stereo not drawn) returned AmpC detergent -5%, Tb PYK inh 4%, AmpC no deterg 107%[activator], HCMV inh -5, HCV inhibitor inconclusive, AMA1-RON2 inh -9% and LmPK inh -3%.
For Cc1ccc2[nH]cc(C(c3ccccc3)c3ccc(C)s3)c2c1 (stereo not drawn) the results were AmpC detergent 14%, Tb PYK inh -12% and HCMV inh -100*.
`CCCCNC(=O)C1(C)CCN1Cc1ccc(C#N)cc1` (stereo not drawn) gave Tb PYK inh -17%, HCMV inh 30 and AMA1-RON2 inh 14%.
Screening c1ccc2c(c1)ccc1ncccc12 returned AmpC detergent -4%, Tb PYK inh 1%, AmpC no deterg -8%, HCMV inh 4, HCV inhibitor -29%, AMA1-RON2 inh 0% and LmPK inh -3%.
Screening Cc1csc(=Nc2c(C)n(C)n(-c3ccccc3)c2=O)n1Cc1ccccc1 returned AmpC detergent -8%, Tb PYK inh 2%&3%, AmpC no deterg 24%, HCMV inh -14&-7, HCV inhibitor -6%&3%, AMA1-RON2 inh -24%&-16% and LmPK inh -1%.
COc1ccc(CN2CCN(S(=O)(=O)c3ccc(NC(C)=O)cc3)CC2)cc1OC was read as AmpC detergent -4%, Tb PYK inh 6%, AmpC no deterg 79%[activator], HCMV inh inconclusive, HCV inhibitor -23%, AMA1-RON2 inh inconclusive and LmPK inh 0%.
`CCCCNC(=S)Nc1ccccc1Cc1ccccc1` gave AmpC detergent 3%, Tb PYK inh 2%, AmpC no deterg -29%[11.4 µM], HCMV inh inconclusive, HCV inhibitor inconclusive, AMA1-RON2 inh 7% and LmPK inh 2%.
Cc1ccccc1-n1nc2c(c1NC(=O)c1ccco1)CS(=O)(=O)C2 was read as AmpC detergent 0%, Tb PYK inh -1%, AmpC no deterg -9%, HCMV inh 0, HCV inhibitor 8%, AMA1-RON2 inh 10% and LmPK inh 0%.
`COc1cc(OC)cc(OC(=O)C2CCN(C3=NS(=O)(=O)c4ccccc43)CC2)c1` gave AmpC detergent -8%, Tb PYK inh -3%, AmpC no deterg -5%, HCMV inh -12, HCV inhibitor -2% and AMA1-RON2 inh -2%.
`COc1ccc(C(=O)N2CCN(S(=O)(=O)c3cc(Cl)ccc3OC)CC2)cc1` gave AmpC detergent -2%, Tb PYK inh 1%, AmpC no deterg 110%[activator], HCMV inh inconclusive, HCV inhibitor 5%&10%, AMA1-RON2 inh 2% and LmPK inh 3%.
`COC(=O)[C@@H](NCc1cccc(CN[C@H](C(=O)OC)c2ccccc2)c1)c1ccccc1` gave AmpC detergent inconclusive, Tb PYK inh 1%, AmpC no deterg 119%[activator], HCMV inh inconclusive, HCV inhibitor inconclusive, AMA1-RON2 inh -9% and LmPK inh 0%.
Screening O=C(OCC(=O)N1N=C(c2ccc(Cl)cc2)CC1c1ccco1)c1ccco1 (stereo not drawn) returned AmpC detergent 3%, Tb PYK inh -9%, AmpC no deterg 30%, HCMV inh -1, HCV inhibitor 0%, AMA1-RON2 inh -5% and LmPK inh 7%.
Screening CC1CC(C)CN(C(=S)SCc2nc(N)nc(Nc3ccccc3)n2)C1 (stereo not drawn) returned AmpC detergent -3%, Tb PYK inh 4%, AmpC no deterg -35%, HCMV inh -65*, HCV inhibitor inconclusive, AMA1-RON2 inh -4% and LmPK inh 10%.
O=C(Nc1ncc(Cc2ccccc2Cl)s1)C1CCCO1 (stereo not drawn) was read as AmpC detergent -5%, Tb PYK inh 3%, AmpC no deterg -9%, HCMV inh 70, HCV inhibitor 2%, AMA1-RON2 inh 0% and LmPK inh -2%.
For O=C(NCCCN1CCCC1=O)c1cc(-c2ccc3c(c2)OCO3)nc2ccccc12 the results were AmpC detergent inconclusive, Tb PYK inh 4%, AmpC no deterg 70%[activator], HCMV inh -11, HCV inhibitor -3%, AMA1-RON2 inh 1% and LmPK inh 4%.
Screening Oc1ccc2ccccc2c1/C=N/c1nccs1 returned AmpC detergent inconclusive, Tb PYK inh 1%, AmpC no deterg -20%, HCMV inh -7, HCV inhibitor -22%, AMA1-RON2 inh -9% and LmPK inh -2%.
CC(=O)Nc1ccc(S(=O)(=O)Nc2cccn(Cc3ccc(C)cc3)c2=O)cc1 was read as AmpC detergent -8%, Tb PYK inh -4%, AmpC no deterg -33%, HCMV inh -25, HCV inhibitor -6%, AMA1-RON2 inh 14% and LmPK inh -1%.
CCC1CCCCN1C(=S)NC(=O)c1ccco1 (stereo not drawn) was read as Tb PYK inh 1%, AmpC no deterg -15%, HCMV inh -34, HCV inhibitor 21% and AMA1-RON2 inh 94%[activator].
O=C(CN1CCNCC1)Nc1ccc(Oc2ccccc2)cc1 was read as AmpC detergent -13%, Tb PYK inh -5%, AmpC no deterg -5%, HCMV inh -10, HCV inhibitor 7.9µM*, AMA1-RON2 inh -5% and LmPK inh -3%.
CCOc1ccc(C(=O)N(CC)CC(=O)Nc2ccc3c(c2)OCCO3)cc1OCC was read as AmpC detergent 0%, Tb PYK inh -4%, AmpC no deterg -18%, HCMV inh 2, HCV inhibitor -30% and AMA1-RON2 inh 3%.
Screening COc1ccc(/C(O)=C2/C(=O)C(=O)N(c3ccccn3)C2c2ccc(OC)c(OC)c2)cc1 (stereo not drawn) returned AmpC detergent -5%, Tb PYK inh 1%, AmpC no deterg -19%, HCMV inh 15, HCV inhibitor 17%, AMA1-RON2 inh -18% and LmPK inh -2%.
C/C(=N\NC(=O)c1cc(C)nc2ccccc12)c1ccccn1 was read as AmpC detergent -5%, Tb PYK inh -10%, AmpC no deterg -13%, HCMV inh -114*, HCV inhibitor 2.8µM* and AMA1-RON2 inh -83%.
`COc1ccccc1N1CCN(C(=O)CSc2ccccc2)CC1` gave AmpC detergent -2%, Tb PYK inh 1%, AmpC no deterg 36%, HCMV inh 114, HCV inhibitor 6%, AMA1-RON2 inh -4% and LmPK inh 8%.
For COc1cc(/C=C(\C#N)C(=O)Nc2ccccc2C(=O)O)cc(Cl)c1OC the results were AmpC detergent 1%, Tb PYK inh -14%, AmpC no deterg -27%, HCMV inh 7, HCV inhibitor -11%, AMA1-RON2 inh -8% and LmPK inh -3%.
`O=C1CSC2(N1)C1CC3CC(C1)CC2C3` (stereo not drawn) gave AmpC detergent 3%, Tb PYK inh 1%, AmpC no deterg -13%, HCMV inh -3, HCV inhibitor 34%[activator], AMA1-RON2 inh 11% and LmPK inh -4%.
CCC(=O)Nc1ccccc1-c1nc2ccccc2n(CC(=O)c2ccc(Br)cc2)c1=O was read as AmpC detergent 15%, Tb PYK inh -7% and HCMV inh 3.
Screening COc1ccc(S(=O)(=O)N2CCCN(CC(=O)Nc3ccc4c(c3)OCO4)CC2)cc1 returned AmpC detergent -3%, Tb PYK inh -16%, AmpC no deterg 46%, HCMV inh -20, HCV inhibitor -17%, AMA1-RON2 inh -2% and LmPK inh 8%.
Screening NC1=C(c2ccc(F)cc2)C(=O)CS1 returned AmpC detergent 10%, Tb PYK inh -9%, AmpC no deterg -19%, HCMV inh -32, HCV inhibitor 9%, AMA1-RON2 inh -1% and LmPK inh 2%.
For CN(C)C(=O)/C(=C/c1ccc(-c2cccc([N+](=O)[O-])c2)o1)NC(=O)c1ccccc1 the results were AmpC detergent -5%, Tb PYK inh -1%, AmpC no deterg 69%[activator], HCMV inh inconclusive, HCV inhibitor 6%, AMA1-RON2 inh -6% and LmPK inh 4%.
For Cc1ccc(-c2ccc(=O)n(CCC(=O)NCCN3CCCCC3C)n2)cc1 (stereo not drawn) the results were AmpC detergent 2%, Tb PYK inh -3%, AmpC no deterg 46%, HCMV inh 7, HCV inhibitor 2%, AMA1-RON2 inh -5% and LmPK inh 2%.
Screening CCN(CC)S(=O)(=O)c1ccc(O)c(C(=O)OCC(=O)N(C)Cc2ccccc2)c1 returned AmpC detergent -6%, Tb PYK inh -1%, AmpC no deterg 3%, HCMV inh 10, HCV inhibitor 20%, AMA1-RON2 inh -2% and LmPK inh 7%.
`CC(=O)c1ccc(-c2ccc(/C=C(/Sc3n[nH]c(C)n3)C(=O)O)o2)cc1` gave AmpC detergent 7%, Tb PYK inh 1%, AmpC no deterg -26%, HCMV inh inconclusive, HCV inhibitor 7%, AMA1-RON2 inh 83%[activator] and LmPK inh -13%.
C[C@H]1CCC[C@@]2(O[C@@H](CCO)C[C@@H](O)[C@@H]2O)O1 was read as AmpC detergent -3%, Tb PYK inh -1%, AmpC no deterg -17%, HCMV inh 7, HCV inhibitor 8%, AMA1-RON2 inh 14% and LmPK inh 10%.
CC1CCC2(CC1)NC(=O)N(NC(=O)CCl)C2=O (stereo not drawn) was read as AmpC detergent 5%, Tb PYK inh -9%, AmpC no deterg -7%, HCMV inh -63*, HCV inhibitor -7%, AMA1-RON2 inh -6% and LmPK inh -1%.
`C=CCNc1nc(C(=O)OCC(=O)Nc2c(Cl)cccc2C(F)(F)F)cs1` gave AmpC detergent -19%, Tb PYK inh -11%, AmpC no deterg -25%, HCMV inh -19, HCV inhibitor -4% and AMA1-RON2 inh 28%.

High-throughput results deposited in PubChem by National Center for Advancing Translational Sciences (NCATS).
